Screening results (PubChem)
KDM5B inhibitor – KDM5B demethylase inhibition. Q9UGL1. KDM5B demethylase, FDH-coupled NADH fluorescence (FDH is formaldehyde dehydrogenase). Potency, µM (titrated, usually from 57.7 µM), without a hit: at the top dose activity change, negative = inhibition, actives largely listed as inhibitors. 220,000 tested, 2.6% active. AID 1347165; active means well fitted inhibition curve with a large enough effect; inconclusive means small, poorly fitted or top-dose-only effect; inactive means no such curve, though single readings can be large or run the other way; further: 0% is about no effect; nearly all actives have a fitted effect of over 70% in size
Target sequence (Q9UGL1 whole entry, looked up): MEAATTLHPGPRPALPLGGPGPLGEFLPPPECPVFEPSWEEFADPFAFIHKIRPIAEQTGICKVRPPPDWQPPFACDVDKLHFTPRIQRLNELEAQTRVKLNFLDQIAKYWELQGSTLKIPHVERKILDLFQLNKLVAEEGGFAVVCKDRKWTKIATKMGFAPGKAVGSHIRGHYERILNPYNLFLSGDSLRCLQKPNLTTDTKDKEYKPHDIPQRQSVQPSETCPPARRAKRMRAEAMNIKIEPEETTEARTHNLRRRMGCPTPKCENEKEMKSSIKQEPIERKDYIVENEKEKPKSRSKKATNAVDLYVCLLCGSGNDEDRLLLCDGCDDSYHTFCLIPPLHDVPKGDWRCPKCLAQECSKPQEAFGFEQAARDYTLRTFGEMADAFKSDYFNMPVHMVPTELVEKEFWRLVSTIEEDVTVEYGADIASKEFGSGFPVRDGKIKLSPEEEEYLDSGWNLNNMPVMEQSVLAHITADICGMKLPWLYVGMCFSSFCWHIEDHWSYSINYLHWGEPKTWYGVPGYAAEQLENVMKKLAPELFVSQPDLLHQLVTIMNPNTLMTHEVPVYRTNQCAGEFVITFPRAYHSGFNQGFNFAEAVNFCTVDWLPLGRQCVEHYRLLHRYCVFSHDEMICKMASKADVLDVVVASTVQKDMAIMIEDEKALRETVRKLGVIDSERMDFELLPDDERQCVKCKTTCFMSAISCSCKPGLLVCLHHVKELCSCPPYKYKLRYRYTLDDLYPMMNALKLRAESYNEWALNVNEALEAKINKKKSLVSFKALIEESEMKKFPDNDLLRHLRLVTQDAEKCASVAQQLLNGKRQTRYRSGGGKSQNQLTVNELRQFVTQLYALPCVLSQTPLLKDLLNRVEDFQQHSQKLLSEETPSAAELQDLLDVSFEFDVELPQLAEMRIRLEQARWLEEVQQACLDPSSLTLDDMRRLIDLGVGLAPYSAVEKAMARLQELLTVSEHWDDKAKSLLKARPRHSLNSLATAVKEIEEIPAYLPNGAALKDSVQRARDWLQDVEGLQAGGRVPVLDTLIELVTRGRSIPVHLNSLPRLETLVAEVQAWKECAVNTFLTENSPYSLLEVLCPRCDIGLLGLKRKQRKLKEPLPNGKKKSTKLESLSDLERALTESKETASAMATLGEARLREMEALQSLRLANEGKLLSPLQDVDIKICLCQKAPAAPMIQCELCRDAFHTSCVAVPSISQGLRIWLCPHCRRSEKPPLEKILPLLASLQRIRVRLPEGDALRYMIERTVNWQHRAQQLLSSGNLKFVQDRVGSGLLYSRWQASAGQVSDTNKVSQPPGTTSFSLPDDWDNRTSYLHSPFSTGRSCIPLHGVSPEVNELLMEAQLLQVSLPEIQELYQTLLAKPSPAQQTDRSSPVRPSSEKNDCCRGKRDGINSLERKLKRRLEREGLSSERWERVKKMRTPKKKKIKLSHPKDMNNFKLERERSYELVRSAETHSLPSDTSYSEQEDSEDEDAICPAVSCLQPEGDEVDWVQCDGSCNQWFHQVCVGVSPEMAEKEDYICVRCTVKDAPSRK
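Compound dilutions met 200 nM (final) KDM5BΔAP for 10 min at room temperature before substrate addition. The substrate mix held 12.5 µM H3K4me3 with cofactors 25 µM α-ketoglutarate and 50 µM Fe²⁺. NADH signal gain over 30 min defined activity.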
* marks the source's active call; other numbers are inactive results; i = inactive; ? = inconclusive; & = joins results of further samples; [ ] = remark or other dose. Potency means the concentration at half of the fitted maximal effect. This is a subset, so the mix of outcomes need not match the whole.

SMILES | KDM5B inhibitor
CCOC(=O)C1CCCN(C(=O)c2ccc3c(c2)sc2nc(-c4cccc(OC)c4)cn23)C1 (stereo not drawn) | ?
C=CCNc1nnnc2c1sc1nc(N3CCOCC3)c3c(c12)CCCC3 | -15.1%
CCn1ccc(C(=O)N2CC[C@H](c3nc(C)no3)[C@H](NC(=O)C3CC3)C2)n1 | 8.2%
O=C(NC1CCCCC1)/C(=C/c1ccc(Cl)cc1)NC(=O)c1ccccc1 | -2.0%
Cc1ccc(-c2nc3n(n2)C(c2ccccc2Cl)C=C(c2ccc(Cl)cc2)N3)cc1 (stereo not drawn) | -20.1%
COc1cc2c(cc1OC)C(COc1ccc(F)cc1)N(C(=O)Cc1ccc(F)cc1)CC2 (stereo not drawn) | -4.8%
CC(C)CCN1C(=O)CC[C@]2(C(=O)N3CCOCC3)CCCC[C@@H]12 | -15.3%
O=C(Nc1cnc(-c2ccccc2)nc1)c1ccco1 | ?
O=C(CCc1ccco1)Nc1ccc(N2CCOCC2)cn1 | ?
Nc1cc(Nc2ccccc2)c2nonc2c1[N+](=O)[O-] | ?
COC(=O)CNC(=O)N1CCC(N2C(=O)C3(CCCC3)C2c2scnc2C)CC1 (stereo not drawn) | -12.3%
O=C(Cn1ccn2nc(-c3ccccc3)c(CO)c2c1=O)Nc1ccccc1F | -12.7%
Cn1cnc(S(=O)(=O)N2CCCC(C(=O)NCc3ccccc3)C2)c1 (stereo not drawn) | -2.6%&17.3%
O=c1cc(CN2CCN(C/C=C/c3ccccc3)CC2)c2cc(O)ccc2o1 | -1.7%&-25.6%
COCCCNC(=O)N1CCCCCCN(C)C(=O)[C@@H]2CCC[C@@H]21 | -15.1%
Cc1noc(C)c1CC(=O)N1CCCC(c2nn(C)c(=O)n2C(C)C)C1 (stereo not drawn) | 28.9%
CCCCS(=O)(=O)N1CCCC(Cn2c(C3CC3)nc3cccnc32)C1 (stereo not drawn) | -11.9%
COc1ccc(C(CNC(=O)COc2cc(C)cc(C)c2)N2CCOCC2)cc1 (stereo not drawn) | -20.3%
O=C(Nc1cc(Cl)ccc1Cl)c1cc(-c2ccco2)on1 | 2.1%
CCOCCCNC(=O)Cn1nc(C)c2ccccc2c1=O | 15.7%
COc1ccc2[nH]c(C)c(C(=O)CN3CCC(C(N)=O)CC3)c2c1 | -0.3%
O=C1/C(=C\c2ccc(C(F)(F)F)cc2)CSc2sccc21 | 11.6%
COc1ccc(NC(=O)Cn2c(=O)n(-c3ccc(C)c(C)c3)c(=O)c3c(C)c(C)sc32)cc1 | 0.9%
COc1ccc2[nH]c(C(=O)NC3CCc4nn(C)c(=O)n4CC3)cc2c1 (stereo not drawn) | i
CC(C)N(C(=O)CSc1ccc(S(=O)(=O)N2CCCCC2)cn1)C(C)C | -1.1%
SMILES | KDM5B inhibitor
COc1ccc2c(c1)CC/C(=C\c1ccc(SC)cc1)C2=O | 2.5%
CCc1noc(-c2cccn3c(CNC(=O)COc4ccccc4)nnc23)n1 | 31.6µM*
Cc1cnc2c(c1SCC(=O)NCc1ccccc1Cl)c(=O)n(C)c(=O)n2C | 10.3%
O=C(COC(=O)C1C2CCC(C2)C1C(=O)OCC(=O)c1ccc(OC(=O)c2ccco2)cc1)c1ccc(OC(=O)c2ccco2)cc1 (stereo not drawn) | 20.2%
CCCN(Cc1cc2cccc(C)c2[nH]c1=O)C(C)=O | ?
CCOc1ccc(C(C(=O)NCC2CCCO2)N(CCc2cccc(C)c2)C(=O)c2snc(C(N)=O)c2N)cc1 (stereo not drawn) | ?
O=C(c1ccc(F)cc1)N1CCC(Cc2nncn2-c2ccccc2)CC1 | ?
COc1ccc(C)cc1NC(=O)c1ccc2c(Cl)c3c(nc2c1)CCC3 | -11.2%
Cc1c(C(=O)Nc2ccccc2NS(=O)(=O)c2cccs2)cccc1[N+](=O)[O-] | -26.1%
COc1ccccc1C(C)NC(=O)c1nn(C)c(=O)c2ccccc12 (stereo not drawn) | -3.3%
O=C(NC12CC3CC(CC(C3)C1)C2)C1CCCCC1 | 30.1%[activator]
O=C(NCc1ccc(F)cc1)c1ccc(CSCc2cccc(Cl)c2)o1 | -21.4%
O=C(Cn1ccn2nc3c(c2c1=O)CCCC3)NCCC1=CCCCC1 | -34.7%
CNC(=O)[C@@H]1CN(Cc2ccc3c(c2)CCO3)C[C@H]1c1nc(COC)no1 | 22.9%
CN(c1ccc(Cl)cc1)S(=O)(=O)c1nnc(NC(=O)c2ccco2)s1 | ?
CC(=O)c1cccc(NC(=O)c2cccc[n+]2[O-])c1 | -10.6%
CC(=O)Nc1ccc(-c2c(C3CC3)nn(-c3cccc(C)c3)c2OC(C)=O)cc1 | ?
Cc1noc(C)c1Cn1c(=O)c2c(ncn2Cc2ccccc2)n(Cc2ccccc2)c1=O | -11.6%
Cc1c(C(=O)NCc2ccc(F)cc2)sc2nc3n(c(=O)c12)CCC3 | -15.7%
COc1ccc(S(=O)(=O)N2CCN(c3ncccn3)CC2)cc1 | 11.5%
O=C(NC1CC1)c1ccc(CNc2nc3ccccc3o2)cc1 | -11.3%
CCC(C)[C@H](NC(=O)[C@@H]1Cc2ccccc2CN1)C(=O)Nc1cccc(C)c1 (stereo partly drawn) | 1.9%
Cn1cc(Br)c(-c2cccc(NC(=O)CCCC(=O)O)c2)n1 | 3.0%
Cc1ccc(CCNc2nc3ccccc3c3nc(-c4ccccc4)nn23)cc1 | -9.3%
CCN(Cc1cnn(CC)c1)C(=O)c1ccc2c(c1)C(O)CCCCCN2C (stereo not drawn) | -15.5%
SMILES | KDM5B inhibitor
Cc1ccc2[nH]cc(CCNC(=O)NC3CCCCC3)c2c1 | -9.2%
Cc1ccc(CN(C(=O)COc2ccccc2[N+](=O)[O-])c2ccccn2)cc1 | -26.4%
O=C(Nc1cccc(Cl)c1)c1cnc2c(c1)N(C(=O)CCc1ccccc1)CCC2 | ?
COC(=O)c1nnn(CC(=O)NC(=O)Nc2ccc(F)cc2)c1C(=O)OC | -1.6%
O=C(NC(NC(=O)c1ccccc1)c1ccccc1F)c1ccccc1 | -0.5%
O=C(NCc1nc(-c2ccc(Cl)cc2)no1)Nc1cccc2ccccc12 | 20.9%
COc1cccc(C(=O)N2CCC(N3CC4CC(C3)[C@H]3CCCC(=O)N3C4)CC2)c1 (stereo partly drawn) | ?
COc1ccccc1CNC[C@H]1O[C@H](Cc2cc(CN(C)C)on2)CC[C@@H]1O | 86.0%[activator][86.2 µM]
CCCCCC[N+](C)(C)CCSSCC[N+](C)(C)CCCCCC | ?
O=C(OCCN1CCCC1)C1(c2ccccc2)CCCC1 | -12.7%
CC(C)c1ccc(-c2cc(=O)c3cc(NC(=O)C(C)(C)C)ccc3o2)cc1 | 4.4%
COc1cc(C(=O)NCCc2csc3nc(-c4ccccc4C)nn23)cc(OC)c1OC | -13.6%
CC(C)Oc1ccccc1C1NC(=O)CCC1[N+](=O)[O-] (stereo not drawn) | 36.8%
Cc1ccc(N2CC(NC(=O)C3CCCC3)CC2=O)cc1 (stereo not drawn) | -6.3%
COc1ccc(C(=O)O)cc1Br | -1.7%
Cc1[nH]c2ccccc2c1C(=O)CSC(=S)N1CCOCC1 | 6.3%
Cc1[nH]c2ccccc2c1C(=O)C(C)OC(=O)c1cccc(F)c1 (stereo not drawn) | 9.2%
COc1ccc(CNC(=O)[C@@H]2Cc3nc[nH]c3CN2Cc2cc3ccccc3o2)cc1 | ?
Cc1nn(-c2ccc3nnc(C)n3n2)c2c1C(c1ccccc1Cl)CC(=O)N2 (stereo not drawn) | 5.2%
CCc1ccc(NC(=O)c2ccc(Cn3ccn4nc5c(c4c3=O)CCCC5)cc2)cc1 | -12.8%
CCn1cnnc1-c1cccc(NS(=O)(=O)c2cccc(F)c2)c1 | 0.5%
CCOc1cc(-c2ccc(OC(=O)c3ccccc3F)cc2)cc(=O)c2c(C)oc(C)c12 | ?
COc1ccc(NC(=O)O/N=C/c2ccc(Br)cc2)cc1 | 4.8%
CC(C)(C)c1nc(CC(=O)NCCCN2CCCC2)cs1 | 4.8%
Cc1cccc(C(=O)NNC(=O)C23CC4CC(CC(C4)C2)C3)c1O | ?

Quoted at random: 2 compounds from above, in no set order.
SMILES | KDM5B inhibitor
Cc1ccc2[nH]cc(CCNC(=O)NC3CCCCC3)c2c1 | -9.2%
COc1ccc(NC(=O)O/N=C/c2ccc(Br)cc2)cc1 | 4.8%

As a short view, part of the list above:
SMILES | KDM5B inhibitor
O=C(OCCN1CCCC1)C1(c2ccccc2)CCCC1 | -12.7%
CC(C)c1ccc(-c2cc(=O)c3cc(NC(=O)C(C)(C)C)ccc3o2)cc1 | 4.4%

Next structures
SMILES | KDM5B inhibitor
COc1cccc(C(=O)N2CCN(c3oc(-c4cccs4)nc3C#N)CC2)c1 | ?
CC(=O)N1CCCC1c1nc(C2CN(C(=O)CCn3cc(C)cn3)C2)no1 (stereo not drawn) | 17.4%
COC(=O)c1nnn(CC(=O)Nc2ccc(F)cc2F)c1C(=O)OC | 6.7%
CCCCN1CCN(C(=O)C2(c3ccc(NC(=O)C(C)C)cc3)CCCCC2)CC1 | -4.2%
CN(C)CC1(O)CCN(C(=O)Cn2cc(C(=O)C3CC3)c3ccccc32)C1 (stereo not drawn) | 9.0%
CCCCOC(=O)CSc1nnc(-c2ccc(C)cc2)o1 | ?
C=CCN(C)C(=O)[C@@H]1Cc2cn(Cc3nccn3C)c3cccc(c23)[C@H](CC(C)C)N1 | -26.4%[86.2 µM]
COc1ccc(CCNC(=O)C(=O)NCC2OCCN2S(=O)(=O)c2ccc3c(c2)OCCO3)cc1 (stereo not drawn) | 12.7%
O=C(c1ccc2ncsc2c1)N(Cc1ccc(F)cc1)C1CC1 | 19.4%
NC(=O)[C@H](Cc1cccs1)NC(=O)[C@@]1(O)C[C@@H](O)[C@H](O)[C@@H](NC(=O)NC2CCCCC2)C1 | -5.7%
Cc1cccc(-c2nc(CCN(C)S(=O)(=O)c3ccc(C)c4nsnc34)no2)c1 | 2.6%
Cc1noc(-c2ccc(N3CCC(O)(c4cccnc4)CC3)nc2)n1 | ?
Cc1noc(-c2ccccc2Cl)c1C(=O)NCCC(c1ccccc1)c1ccccc1 | ?
CCc1ccc(CN(Cc2ccco2)c2cnc(S(C)(=O)=O)nc2C(=O)Nc2ccccc2Cl)cc1 | ?
O=C(CCS(=O)(=O)c1ccc2c(c1)CCN2C(=O)C1CC1)NCc1ccc(F)cc1 | 7.6%
CC(C)C(C)NC(=O)CSc1nnc(-c2c[nH]c3ccccc23)o1 (stereo not drawn) | 25.8%
Cc1ccc(-c2cc(N)n(-c3ccc(C)cc3)n2)cc1 | ?
COC(=O)c1sccc1S(=O)(=O)N(CC(=O)NCc1ccc(F)cc1)c1ccc(C)c(C)c1 | 12.1%
CCOC(=O)c1cccc(NS(=O)(=O)c2cc(Br)cc3c2N(C(=O)C2CC2)CC3)c1 | -4.4%
CN1C[C@H](NC2CCOCC2)CCC[C@@H](C(=O)NCc2cc(F)cc(F)c2)CC1=O | -29.1%[86.2 µM]
O=C(NCc1cccs1)c1cc2ccccc2[nH]1 | -15.7%
Cc1ccc(CN2CCCC3(CNc4ccccc4[S+](=O)([O-])N3)C2)cc1 (stereo not drawn) | 3.5%
CC(C)COc1ccc(C(=O)N(Cc2ccc(N(C)C)cc2)Cc2ccco2)cc1 | ?
CN(Cc1ccccc1F)C1CCc2ccccc21 (stereo not drawn) | ?
COCCNC(=O)[C@H]1C[C@H](Oc2ccccc2)CN1CC1CC1 | 23.1%

Brought forward from above: seven entries, then new ones.
SMILES | KDM5B inhibitor
CCOC(=O)c1cccc(NS(=O)(=O)c2cc(Br)cc3c2N(C(=O)C2CC2)CC3)c1 | -4.4%
CN1C[C@H](NC2CCOCC2)CCC[C@@H](C(=O)NCc2cc(F)cc(F)c2)CC1=O | -29.1%[86.2 µM]
O=C(NCc1cccs1)c1cc2ccccc2[nH]1 | -15.7%
Cc1ccc(CN2CCCC3(CNc4ccccc4[S+](=O)([O-])N3)C2)cc1 (stereo not drawn) | 3.5%
CC(C)COc1ccc(C(=O)N(Cc2ccc(N(C)C)cc2)Cc2ccco2)cc1 | ?
CN(Cc1ccccc1F)C1CCc2ccccc21 (stereo not drawn) | ?
COCCNC(=O)[C@H]1C[C@H](Oc2ccccc2)CN1CC1CC1 | 23.1%
Cc1ccc(CNC(=O)CN2C(=O)C(c3ccccc3)=NC23CCCCC3)cc1 | -19.4%
CCCN(CC1CCOC1)S(=O)(=O)c1cccc(C(F)(F)F)c1 (stereo not drawn) | 30.4%
O=C(NCC(c1cccs1)N1CCCCCC1)c1cc(=O)c2cc(Cl)ccc2o1 (stereo not drawn) | 12.2%
Cc1cc(NC(=O)c2ccccc2)n(C)n1 | 12.0%
Cc1ccc(CNS(=O)(=O)c2cc(-c3cc(C(F)(F)F)on3)ccc2C)cc1 | -27.6%
CCc1ccc(/C=C/C(=O)c2ccc(CC(=O)O)cc2)cc1 | 13.6%
C=CCNC(=O)N[C@H]1C[C@H]2C(=O)Nc3ccccc3C(=O)N2C1 | 8.5%[86.2 µM]
CC(=O)Nc1ccc(NC(=O)c2ccc3c(c2)CCN3S(=O)(=O)c2ccc(Cl)cc2)cc1 | -23.2%
COCCn1c(SCC(=O)c2cc(C)n(CC(F)(F)F)c2C)nnc1-c1ccc(Cl)cc1 | 19.8%
O=C1COc2ccc(-c3ccncc3)nc2CN1CCOc1ccccc1 | -8.9%[86.2 µM]
O=C(N[C@@H]1COCC[C@@H]1OCC1CC1)c1conc1-c1ccccc1 | 4.4%
COCCNC(=O)CN1C(=O)COc2ccc(S(=O)(=O)N3CCOCC3)cc21 | -11.7%
Cc1ccc(S(=O)(=O)N(C)C(C)c2cc3ccccc3o2)c(C)c1 (stereo not drawn) | 9.0%
c1ccc(Nc2ccc(-n3cccc3)cc2)cc1 | ?
Cc1ccc(OCCC2CCN(C(=O)CCCC(=O)n3nc(C)c4ccccc43)C2)cc1 (stereo not drawn) | ?
